Bioassay records deposited in PubChem by National Center for Advancing Translational Sciences (NCATS).
Sm TGR block = qHTS Assay for the Inhibitors of Schistosoma Mansoni Peroxiredoxins | purified TGR, DTNB reduction, TNB absorbance 405 nm | Potency, µM (highest dose often 114 µM), without a hit: at the top dose activity change, negative = inhibition, actives largely listed as inhibitors | 3% of 360,000 active | AID 485364, 2010; further: potency means the concentration at half of the fitted maximal effect; nearly all actives have a fitted effect of over 60% in size
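First, TGR (20 nM dispensed) and NADPH were mixed with compound. Second, a 15 min room-temperature incubation followed. Third, further NADPH and then DTNB were added to start the reaction. Finally, TNB absorbance was monitored kinetically.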
HCMV inh = qHTS Assay for inhibitors of the human cytomegalovirus (HCMV); HFF cells, HCMV-luciferase reporter, 72 h; hits give low values; activity change, negative = inhibition, % at 57.5 µM; 4.5% of 410,000 active; in the data active means activity change below about -60%; inconclusive means no clear call, values can overlap the other calls; inactive means above about -39%
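Compounds were evaluated in HFFs infected with an HCMV luciferase reporter virus (MOI 1 PFU/cell). Luciferase in lysates collected 72 h post infection served as the replication measure.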
Giardia FBPA inh = qHTS Assay for Inhibitors of Fructose-1,6-bisphosphate Aldolase from Giardia Lamblia. A8B2U2. purified Giardia FBPA. Potency, µM (top dose mostly 59.6 µM), inactives show at the top dose activity, negative = inhibition, hits mostly inhibitors. 0.71% of 290,000 active. AID 2451, 2010; further: potency means the concentration at half of the fitted maximal effect; nearly all actives have a fitted effect of over 55% in size
Target sequence (A8B2U2 whole entry, looked up): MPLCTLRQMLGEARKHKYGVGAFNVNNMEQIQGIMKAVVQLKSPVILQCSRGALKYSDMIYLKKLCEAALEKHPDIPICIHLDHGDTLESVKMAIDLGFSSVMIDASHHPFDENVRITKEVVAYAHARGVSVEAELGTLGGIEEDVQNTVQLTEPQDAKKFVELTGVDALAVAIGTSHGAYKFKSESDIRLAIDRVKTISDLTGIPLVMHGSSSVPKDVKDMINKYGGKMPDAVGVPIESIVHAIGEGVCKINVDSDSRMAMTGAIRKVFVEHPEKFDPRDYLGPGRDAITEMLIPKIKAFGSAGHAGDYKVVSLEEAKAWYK
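40 nM FBPA preincubated 10 min at RT with compound (up to 57.5 uM final), then substrate plus GAPDH/TPI/NAD/arsenate coupling and diaphorase/resazurin added. Fluorescence read after 20 min at RT, 525/598 nm.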
AmpC inh no detg = qHTS Inhibitors of AmpC Beta-Lactamase (assay without detergent); AID 485341, 2010; Potency, µM (top dose mostly 57.1 µM), without a hit: at the highest dose activity change, negative = inhibition, actives largely listed as inhibitors; AmpC nitrocefin hydrolysis, absorbance 480 nm, 0.0001% Triton; 0.52% of 330,000 active;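 further: potency means the concentration at half of the fitted maximal effect; plate controls were no compound for no effect and no enzyme for full effect; nearly all actives have a fitted effect of over 20% in size; some results filed as inactive show a strong effect at the top dose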
Target sequence (P00811 whole entry, looked up): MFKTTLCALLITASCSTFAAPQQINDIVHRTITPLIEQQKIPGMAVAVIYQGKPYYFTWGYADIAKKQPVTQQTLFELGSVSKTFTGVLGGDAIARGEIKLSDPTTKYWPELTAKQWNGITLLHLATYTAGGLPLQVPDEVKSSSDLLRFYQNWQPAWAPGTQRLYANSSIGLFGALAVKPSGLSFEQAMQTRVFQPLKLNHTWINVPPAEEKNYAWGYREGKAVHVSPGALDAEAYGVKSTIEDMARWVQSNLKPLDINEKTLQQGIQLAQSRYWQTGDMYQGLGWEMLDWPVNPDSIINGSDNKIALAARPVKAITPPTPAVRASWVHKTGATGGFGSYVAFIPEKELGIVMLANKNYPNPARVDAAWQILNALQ
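20 mM phosphate pH 7.0 + 0.01% (detergent screen) or 0.0001% Triton X-100; 5.3 nM AmpC reagent; cpd preinc 15 min RT; nitrocefin (800 uM stock) to start; A480 q20 s × 4 min; Activity was normalised to no-enzyme and no-compound control wells.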
AmpC inh detg = qHTS Inhibitors of AmpC Beta-Lactamase (assay with detergent); AmpC hydrolysis of nitrocefin, absorbance 480 nm, 0.01% Triton; Potency, µM (series often up to 114 µM), without a hit: at the top dose activity change, negative = inhibition, actives largely listed as inhibitors; P00811; 0.041% of 370,000 active;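 further: potency means the concentration at half of the fitted maximal effect; 0% = no-compound wells and -100% = no-enzyme wells; nearly all actives have a fitted effect of over 25% in size; some results filed as inactive show a strong effect at the top dose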
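AmpC (5.3 nM in the dispensed reagent) in 20 mM phosphate pH 7.0 with 0.01% (detergent screen) or 0.0001% Triton X-100 was preincubated with compounds for 15 min at room temperature. Nitrocefin was then added from an 800 uM solution, and hydrolysis was followed at 480 nm.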
HCV inh = qHTS Assay for Inhibitors of Hepatitis C Virus (HCV); Huh7.5.1 HCVcc-Cre infection, luciferase reporter, 44 h; Potency, µM (top dose mostly 41.8 µM), without a hit: at the highest dose activity change, negative = inhibition, actives largely listed as inhibitors; 3.4% of 340,000 active; AID 651820, 2012; further: potency means the concentration at half of the fitted maximal effect
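Cells (1,000/well) were plated 4 h before compound, then infected with HCVcc-Cre virus (~0.5 moi). After 44 h further culture, infection was read as luciferase luminescence following a 15 min substrate incubation at room temperature.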
Numbers without * were called inactive; ? = inconclusive; . = not tested or not shown; [ ] = dose if it differs, or a comment. Unless noted, the call rests on the fitted dose curve; in most records, active means well fitted curve in the direction sought with a large enough effect; inconclusive means small, poorly fitted or top-dose-only effect, or another doubt; inactive means no such curve, though single readings can be large; an effect the other way counts as inactive or inconclusive. Unless noted, on the % scale 0 is the no-effect control and ±100 the full control effect.

Value order – Sm TGR block	HCMV inh	Giardia FBPA inh	AmpC inh no detg	AmpC inh detg	HCV inh
CCOC(=O)c1nnn2c1nc(N1CCOCC1)c1ccccc12
→ 11%	17	-2%	-14%	-13%	-15%
COC(=O)CCC(=O)N1CCOCCOCCN(C(=O)CCC(=O)OC)CCOCCOCC1
→ 0%	3	7%	-5%	-3%	30%[activator]
CCOC(=O)C1=C(CC)OC(N)=C(C#N)C1c1ccc(OC)c(OC)c1OC (configuration not stated)
→ ?	13	?	-10%	-5%	-3%
CCOc1ccc(C(=O)NN2CCOCC2)cc1
→ 1%	6	2%	-3%	-8%	19%
O=C(COC(=O)/C=C/c1cccc(C(F)(F)F)c1)NC(=O)NC1CCCC1
→ -2%	-15	.	-31%	?	14%
CC[C@H](C)Cc1cn([C@@H](CCCN=C(NC(=O)OC(C)(C)C)NC(=O)OC(C)(C)C)C(=O)NCCCCCCCCCCC(=O)N2CCN(C(=O)OC(C)(C)C)CC2)nn1
→ -4%	.	.	140%[activator]	?	0%
CNC(=O)COc1ccc(Nc2nnc(-c3ccc(C)c(S(=O)(=O)NC(C)(C)C)c3)c3ccccc23)cc1
→ -13%	?	.	.	-2%	.
COc1cc(O)c(C(C)=O)cc1OC
→ -7%	-27	7%	-24%	0%	-1%
COc1cc(CC(=O)N/N=C/c2ccccc2)c([N+](=O)[O-])cc1OC
→ -4%	.	10%	7%	-6%	0%
CC1Cc2ccccc2N1C(=S)NC(=O)c1ccc(Cl)cc1Cl (configuration not stated)
→ -9%	74	17%	-28%	1%	14%
COc1ccc(-c2nc3sc(CCNC(=O)Cc4ccc(F)cc4)c(C)n3n2)cc1
→ 8%	64	.	.	3%	.
COc1cccc(C2=NOC(C(=O)NCCN3CCOCC3)C2)c1 (configuration not stated)
→ -22%	-18	4%	-7%	-6%	20%
OCC1(Cc2cccc(Cl)c2)CCCN(Cc2ccc3cc(F)ccc3n2)C1 (configuration not stated)
→ -3%	14	-7%	-8%	-11%	?
Cn1c(SCC(=O)N2CCCc3ccccc32)nnc1-c1c[nH]c2ccccc12
→ -2%	-12	2%	-33%	0%	-6%
[N-]=[N+]=NCc1cn2cccnc2n1
→ -1%	-29	1%	-2%[11.4 µM]	?	12%
O=[N+]([O-])c1cccc(-c2ccc(CN3CCCCC3)o2)c1
→ -6%	53	-23%	-6%	-10%	-6%
CCN1C[C@@H]2[C@@H]3C(=O)N(C)C(=O)[C@@H]3[C@](CC)(C1=O)N2C(=O)c1ccc(C(C)(C)C)cc1
→ .	-24	.	20%	.	16%
Cc1ccc(N(C(=O)CNC(=O)c2ccco2)C(C(=O)NC2CCCC2)c2ccncc2)cc1F (configuration not stated)
→ 2%	18	13%	0%	-8%	19%
CCCn1cnc2sc(CC)cc2c1=O
→ -3%	31	2%	-10%	-8%	33%[activator]
Cc1cc2nsnc2c(S(=O)(=O)NCC(=O)O)c1C
→ -2%	-37	5%	-12%	?	12%
Cc1ccc(C)c(S(=O)(=O)NNC(=O)Nc2ccccc2Cl)c1
→ -8%	-1	.	-37%	-14%	-11%
Cc1ccc(-n2c(=O)c3ccc(C(=O)NCc4ccccc4Cl)cc3n(Cc3cccc(F)c3)c2=O)cc1
→ ?	8	.	.	2%	.
CCOC(=O)c1ccc(N2CCN(c3cc(C)ccc3C)CC2)c(NC(=O)Nc2ccccc2)c1
→ 8%	-20	.	.	5%	.
O=c1c2ccccc2nnn1CSc1nnnn1-c1ccccc1
→ 2%	21	.	-25%	-3%	-20%
CCOc1ccc(S(=O)(=O)N2CCCC(C(=O)NCc3ccccn3)C2)cc1C (configuration not stated)
→ 1%	-18	14%	59%	-12%	?
CC(C)OC(=O)CSc1nnc(-c2ccccn2)n1-c1ccccc1
→ 6%	46	4%	2%	1%	6%
COc1ccc2[nH]c(=O)c(CN(C(=O)c3cccnc3)c3ccc(C)cc3C)cc2c1
→ 9%	0	-8%	18%	-9%	-4%
COCCNc1nc2c(c(=O)n(C)c(=O)n2C)n1Cc1cccc(C)c1
→ -1%	-18	1%	-3%	?	10µM*
COc1ccc(OCC(=O)NNC(=O)C(=O)N2CCCC2)cc1
→ -6%	-2	-4%	-7%	-1%	4%
CNC(=O)C(=O)NCC(c1cccs1)S(=O)(=O)c1ccc(C)cc1 (configuration not stated)
→ -14%	-10	9%	-4%	-15%	13%
COc1ccccc1/C=N/NC1=NCCCCC1
→ 6%	50	2%	16%	2%	-11%
CN1CCCC(OC(=O)c2ccc(C(C)(C)C)cc2)C1 (configuration not stated)
→ 0%	-1	-15%	37%	-12%	-16%
O=C(CNC(=S)NC(=O)c1ccco1)c1ccccc1
→ -19%	-12	-5%	-29%	1%	2%
CCC(=O)Nc1sc2c(c1C(=O)Nc1cccc(C)c1)CCCC2
→ 14%	-4	.	.	7%	.
CCOc1ccc(C(C)=O)cc1COC(=O)c1cc([N+](=O)[O-])ccc1N1CCOCC1
→ -35%	-25	.	151%[activator]	-2%	?
O=C(Nc1ccccc1C(=O)N1CCCCC1)C1CCCCC1
→ 0%	62	-1%	-8%	-2%	1%
COc1c(Cl)cc(Cl)cc1C(=O)Nc1cccc(-c2nc3ccccc3o2)c1C
→ -9%	11	.	.	1%	.
COc1ccc(-c2[nH]ncc2CN2CCCO2)cc1F
→ -4%	-4	2%	-13%	-6%	17%
N#Cc1ccccc1NC(=O)c1ccc(-c2ccccc2Cl)o1
→ 8%	2	4%	-53%	-6%	?
CCOC(=O)c1sc2nc(C)nc(NCc3cccnc3)c2c1C
→ 11%	?	-2%	36%	-1%	-3%

Compound profiles, as listed above:
CCOc1ccc(C(C)=O)cc1COC(=O)c1cc([N+](=O)[O-])ccc1N1CCOCC1 in the list: Sm TGR block: -35%; HCMV inh: -25; Giardia FBPA inh: .; AmpC inh no detg: 151%[activator]; AmpC inh detg: -2%; HCV inh: ?
N#Cc1ccccc1NC(=O)c1ccc(-c2ccccc2Cl)o1 in the list: Sm TGR block: 8%; HCMV inh: 2; Giardia FBPA inh: 4%; AmpC inh no detg: -53%; AmpC inh detg: -6%; HCV inh: ?

Other compounds:
Structure,Sm TGR block,HCMV inh,Giardia FBPA inh,AmpC inh no detg,AmpC inh detg,HCV inh
COc1ccccc1-n1cnc(N)c1C(C)=O,0%,-26,0%,-10%,?,26%
COc1ccccc1N1CCN(C(=O)Cn2c(=O)nc(-c3ccccc3)c3cc(Cl)ccc32)CC1,-6%,-6,.,.,0%,.
CN(Cc1ccccc1F)C(=O)C1CCCN(C(=O)c2ccc(Cl)cc2)C1 (configuration not stated),2%,-20,.,29%,?,-14%
CC(=O)Nc1ccc(NC(=O)CC2Sc3ccccc3NC2=O)cc1 (configuration not stated),-1%,18,.,.,2%,.
CC(=O)N1c2ccc(S(=O)(=O)NCc3ccco3)cc2CC1C (configuration not stated),?,14,.,1%,-1%,-18%
COc1ccc2oc(C(=O)N3CCN(C(c4ccccc4)c4ccccc4)CC3)c(C)c2c1,-7%,?,.,1%,0%,?
S=c1[nH]nc(-c2cnccn2)n1-c1ccccc1,-1%,-12,-29%,-9%,?,16%
Cc1nn(Cc2ccc(F)cc2)c2sc(C(=O)Nc3ccc(N4CCOCC4)cc3N3CCOCC3)cc12,-2%,-67*,-10%,224%[activator],-5%,?
CCC(C)(C)NC(=O)c1ccc(Br)o1,0%,-19,6%,-10%,-2%,2%
O=C(O)c1ccccc1C(=O)c1ccc2c(c1)N(Cc1cccc(F)c1)C(=O)CO2,-5%,-39,?,-15%,0%,-8%
Cc1ccc(S(=O)(=O)N2CCOCC2)cc1NC(=O)COC(=O)c1ccc(Cl)nc1,.,24,.,-17%,.,18%
CCOC(=O)c1c(S(=O)(=O)N2CCC(C(=O)N3CCN(c4ccc(F)cc4)CC3)CC2)c(C)n(C)c1C,-18%,3,.,.,-5%,.
O=C(NCCc1c[nH]c2ccccc12)c1cc(Cl)c2c(c1)OCO2,0%,31,-10%,-53%,-5%,?
CC1C(=O)N(Cc2ccc([N+](=O)[O-])cc2)c2ccccc2N1C(=O)C1CC1 (configuration not stated),-1%,-5,10%,27%,?,?
CCOc1ccc2cc(S(=O)(=O)n3ccnc3C)ccc2c1,9%,4,-22%,-19%,12%,-1%
COc1cc(OC)cc(C(=O)Nc2ccc(S(=O)(=O)Nc3ccccn3)cc2)c1,5%,-20,0%,-5%,6%,-4%
COc1cccc(NC(=O)N(Cc2c[nH]c3ccccc23)C2CCCCC2)c1,6%,40,.,.,4%,.
CSc1cccc(NC(=S)N(CCC(C)C)C(C)c2ccncc2)c1 (configuration not stated),3%,1,-3%,21%,6%,-17%
COCCCNC(=O)COc1ccc(S(=O)(=O)NCc2ccccc2)cc1Cl,2%,-38,-2%,35%,-3%,-13%
COCCCN1C(=O)c2ccc(C(=O)Nc3ccccc3Cl)cc2C1=O,4%,-1,-2%,-5%,-1%,4%
CCn1c(SCC(=O)OCc2ccccc2)nnc1-c1ccco1,-12%,26,1%,2%,-5%,31%[activator]
Cc1ccc[n+](CC(=O)c2cc3ccccc3oc2=O)c1,-30%,2,-2%,-39%,-7%,10%
CCOC(=O)C1=C(COC(=O)COc2ccc(C(C)=O)cc2)NC(=O)NC1C (configuration not stated),-4%,-18,.,-12%,-5%,32%[activator]
O=C(O)c1cccnc1SC1CC(=O)N(c2cccc(C(F)(F)F)c2)C1=O (configuration not stated),?,-32,12%,-1%,?,9%
O=C(COn1nnc2ccccc21)N1CCN(Cc2ccccc2)CC1,-21%,-31,-6%,16%,-7%,9%
O=S(=O)(NCC(c1ccc2c(c1)OCO2)N1CCOCC1)c1ccc(Br)cc1 (configuration not stated),-9%,-1,.,27%,0%,0%
